Screens deposited in PubChem BioAssay by several laboratories.
Lipid droplet = modulators of hepatic lipid droplet formation; AML12 mouse hepatocytes, oleate lipid droplets, BODIPY imaging; inhibition, % at 6.5 µM; 240,000 compounds, 0.4% hits; AID 1656;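 active = lipid droplet intensity inhibited by at least 50%, with more than 500 cells counted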
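Material: mouse AML12 hepatocyte cell line, fixed after treatment; Timing: compound with oleate, overnight; Technique: high-content imaging of BODIPY-stained droplets and DAPI nuclei; Probe or stimulus: oleate, 100 µM final; Dosing: compound at 6.5 µM only.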
T cell modulator = modulates CD8 T cell binding to vesicles; 2C CD8+ T cell-vesicle binding, flow cytometry; active compounds read low; 330,000 compounds, 0.068% hits; calls only at 7 µM;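 active = response, share of CD8 T cells binding vesicles, and their 90th percentile fluorescence all below set limits, cut at about 80% in these data, passing the limit was not always enough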
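Assay system – 2C mouse CD8+ T cells · Also added – QL9-loaded Drosophila micro-vesicles · Timing – Cell–vesicle co-incubation 1.5 h at 37 °C, staining 20 min on ice · Signal – flow cytometry of vesicle-bound cells · Measure – percent CD8+ FL2 mean versus row control · Controls – Peptide-free naked vesicles (low) and QL9 vesicles with 0.7% DMSO vehicle (high)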
Salmonella PhoP GFP = PhoP-dependent GFP reporter repression – Salmonella Typhimurium, primary screen (AID 1863). S. Typhimurium PhoP-regulated promoter GFP reporter, 4 h; higher % means a stronger effect. one-dose inhibition, % at 50 µM; IC50 in µM for titrated hits. 300,000 compounds, 0.16% hits;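 active = inhibition over 29.93%, a cutoff 3 SD above the screen mean, later confirmed by dose response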;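 note: 0% = low Mg2+ inducing control and 100% = high Mg2+ repressing control; strong numbers were not always called active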
Lipid droplet cells 6.5 µM = further read-out of Lipid droplet, marked with its call; cell count; measured here: cell count, cytotoxicity flag;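 cells counted across two imaged fields per well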
T cell modulator vesicle-bound % = recorded beside T cell modulator, whose call it bears; double positive events, %; measured here: CD8+ vesicle-bound cell fraction;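 binding gate set so that unloaded-vesicle control wells show 10% double positive cells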
Numbers without * were called inactive; i = inactive. Not all compounds are listed; the hit share may differ from the screen's.

| SMILES | Salmonella PhoP GFP | T cell modulator vesicle-bound % | Lipid droplet cells 6.5 µM | Lipid droplet | T cell modulator |
| --- | --- | --- | --- | --- | --- |
| CCc1nnc(NC(=O)c2ccc(S(=O)(=O)N3CCCC(C)C3)cc2)s1 (stereo not drawn) | 9.3% | 36.4 | 736 | 12.6 | i |
| COc1ccc(C(=O)c2ccc([N+](=O)[O-])cc2)cc1S(=O)(=O)N1CCC(C(=O)O)CC1 | 7.3% | 48.0 | 870 | -4.7 | i |
| CCC(=O)NCCc1nc2cc(NC(=O)c3ccco3)ccc2n1C | 0.4% | 23.2 | 849 | -1.0 | i |
| CC(C)c1ccc(NC(=O)CN2CCN(c3ccccn3)CC2)cc1 | -5.4% | 44.8 | 787 | -18.0 | i |
| CCC(c1nnnn1C(C)(C)C)N1CCN(C(=O)c2ccco2)CC1 (stereo not drawn) | -0.2% | 39.1 | 766 | 17.1 | i |
| CSCC(=O)NC1CCCc2c1cnn2-c1cc(F)cc(F)c1 (stereo not drawn) | 3.2% | 54.9 | 810 | -0.4 | i |
| COc1cc(/C=N/NC(=O)CC(=O)NC2CCCCC2)ccc1O | -3.0% | 37.2 | 810 | 7.9 | i |
| Cc1nc2cc(NC(=O)c3ccc(Br)s3)ccc2s1 | 0.6% | 69.6 | 810 | 17.6 | i |
| CC(C)[C@H](NC(=O)N1CC(=O)Nc2ccccc21)C(=O)Nc1nccs1 | 1.1% | 14.4 | 674 | -8.5 | i |
| O=C(Nc1nccs1)c1cccc(S(=O)(=O)N2CCCC2)c1 | -1.6% | 71.6 | 860 | 2.3 | i |
| Clc1ccccc1/C=N/Nc1cc(N2CCOCC2)ncn1 | -2.8% | 58.5 | 716 | 12.7 | i |
| CC(C)NC(=O)N1CC(c2ccccc2)C(c2ccc(Cl)cc2)=N1 (stereo not drawn) | -4.5% | 6.4 | 764 | -10.7 | i |
| O=c1c2ccccc2oc2cc(OCc3ccc(F)cc3)cc(O)c12 | 8.1% | 32.0 | 846 | 1.3 | i |
| CC(=O)Nc1ccc(NC(=O)C(C)OC(=O)CNS(=O)(=O)c2ccc(Br)cc2Cl)cc1 (stereo not drawn) | 1.1% | 46.9 | 676 | 17.8 | i |
| CC1CCCN(C(=O)c2cc3ccccc3cc2O)C1 (stereo not drawn) | -5.0% | 21.7 | 801 | -0.7 | i |
| Cc1ccc(C2SCC(=O)N2Cc2ccccc2)cc1 (stereo not drawn) | 8.8% | 43.1 | 771 | 7.4 | i |
| CCOC(=O)N1CCN(C(=O)C2CCC(=O)N(CCc3ccccc3)C2)CC1 (stereo not drawn) | 1.8% | 10.2 | 685 | -61.0 | i |
| COc1ccccc1C(=O)Nc1nnc(S(=O)(=O)N2CCC(C)CC2)s1 | -6.8% | 26.8 | 730 | 13.1 | i |
| COc1ccc(NC(=O)Cn2c3ccccc3c3nc4n(c(=O)c32)CCS4)cc1OC | 1.6% | 28.4 | 732 | -3.4 | i |
| CCN(C(=O)c1ccc(N2CC3CC(C2)c2cccc(=O)n2C3)c(NC(=O)c2ccncc2)c1)c1cccc(C)c1 (stereo not drawn) | 14.4% | 30.8 | 719 | -28.4 | i |
| CCN(C(=O)c1cc2c(=O)n3cccc(C)c3nc2n1CCCOC)C1CCCCC1 | 2.5% | 14.0 | 667 | -8.9 | i |
| O=C(Nc1ccc2c(c1)OCO2)c1ccc(Cl)c(S(=O)(=O)N2CCOCC2)c1 | 11.2% | 39.8 | 819 | 1.3 | i |
| CC1(C)Cc2ccccc2C(C(=O)c2ccccc2)=N1 | -3.0% | 55.2 | 839 | 9.6 | i |
| NC(=O)CCn1c(C(=O)c2cccc([N+](=O)[O-])c2)c2ccccc2[n+]1[O-] | -4.3% | 53.5 | 783 | 2.7 | i |
| CCCc1cc(C(=O)Nc2cccc3ccccc23)n(C)n1 | -6.3% | 28.1 | 811 | -17.2 | i |
| Cc1ccc(S(=O)(=O)N2CCC(C(=O)NCCCn3ccnc3)CC2)cc1 | 0.0% | 17.3 | 653 | -11.0 | i |
| COc1cc(NC(=O)[C@H]2CSCN2C(=O)[C@@H]2CCC(=O)N2)cc(OC)c1OC | 0.0% | 18.1 | 748 | -5.6 | i |
| CCOc1ccc(NC(=O)CN(C)S(=O)(=O)c2cccc3cccnc23)cc1 | -3.4% | 2.0 | 797 | -16.1 | i |
| CCOCc1nnc(NC(=O)C2CC(=O)N(C3CCCC3)C2)s1 (stereo not drawn) | -0.2% | 41.5 | 779 | -10.7 | i |
| O=C(c1cc(COc2cccc(C(F)(F)F)c2)on1)N1CCc2ccccc2C1 | 2.9% | 10.1 | 645 | -7.3 | i |
| O=C(CCNC(=O)c1ccco1)Nc1ccc(OC(F)F)cc1 | -2.3% | 19.1 | 844 | 5.6 | i |
| CC(=O)Nc1ccc(NCc2cccs2)cc1 | 2.8% | 23.2 | 834 | 9.3 | i |
| Cc1cccc(C(=O)Nc2cccc(NC(=O)c3ccccc3)c2)c1 | -4.1% | 39.6 | 829 | 9.2 | i |
| O=S(=O)(Nc1ccc2[nH]ncc2c1)c1ccccc1Cl | -0.4% | 18.8 | 719 | 17.8 | i |
| Cc1csc(NC(=O)CSc2ccc([N+](=O)[O-])cn2)n1 | 1.8% | 7.7 | 856 | -4.0 | i |
| COc1ccc(N(CC(=O)NCCSCc2ccco2)S(=O)(=O)c2ccccc2)cc1OC | -4.3% | 59.6 | 639 | -12.4 | i |
| CCn1cc(CN2CCCC(C(=O)Nc3ccc(-c4nc5ccccc5[nH]4)cc3)C2)c(C)n1 (stereo not drawn) | 0.9% | 10.4 | 688 | 5.0 | i |
| COc1ccc(CNC(=O)CCCn2ncn3c(cc4occc43)c2=O)cc1 | 0.5% | 50.5 | 595 | -2.9 | i |
| COc1cccc2c(N/N=C/c3ccc(O)c(O)c3)cc(C)nc12 | 0.3% | 59.3 | 844 | 1.8 | i |
| O=C(O)CC1SC(=O)N(CC(=O)c2ccccc2)C1=O (stereo not drawn) | -4.2% | 50.7 | 858 | 1.0 | i |

Record cards (already shown). Values in the order: Salmonella PhoP GFP | T cell modulator vesicle-bound % | Lipid droplet cells 6.5 µM | Lipid droplet | T cell modulator
Profile of Cc1ccc(S(=O)(=O)N2CCC(C(=O)NCCCn3ccnc3)CC2)cc1 : 0.0% | 17.3 | 653 | -11.0 | i
Profile of CC(=O)Nc1ccc(NC(=O)C(C)OC(=O)CNS(=O)(=O)c2ccc(Br)cc2Cl)cc1 (stereo not drawn) : 1.1% | 46.9 | 676 | 17.8 | i
Profile of CCOc1ccc(NC(=O)CN(C)S(=O)(=O)c2cccc3cccnc23)cc1 : -3.4% | 2.0 | 797 | -16.1 | i
Profile of O=c1c2ccccc2oc2cc(OCc3ccc(F)cc3)cc(O)c12 : 8.1% | 32.0 | 846 | 1.3 | i
Profile of NC(=O)CCn1c(C(=O)c2cccc([N+](=O)[O-])c2)c2ccccc2[n+]1[O-] : -4.3% | 53.5 | 783 | 2.7 | i

(further entries)
| SMILES | Salmonella PhoP GFP | T cell modulator vesicle-bound % | Lipid droplet cells 6.5 µM | Lipid droplet | T cell modulator |
| --- | --- | --- | --- | --- | --- |
| CC1CCCN(CCCNC(=O)c2ccc(CS(=O)(=O)c3c(Cl)cccc3Cl)o2)C1 (stereo not drawn) | -4.9% | 3.0 | 686 | -7.5 | i |
| O=C(O)Cn1nc2c3c(cccc3c1=O)-c1ccccc1-2 | 5.9% | 25.5 | 818 | -4.7 | i |
| O=C(CNC(=O)c1cccs1)OCc1ccc(Br)cc1 | -0.6% | 25.8 | 778 | 0.4 | i |
| CSc1ncc(Cl)c(C(=O)Nc2ccc(C)c(C)c2)n1 | -3.7% | 51.1 | 711 | 1.3 | i |
| Cc1ccccc1C(=O)NC1CCN(CC(=O)N2CCCCC2C)CC1 (stereo not drawn) | 1.7% | 30.5 | 834 | 12.6 | i |
| COc1ccc(NC(=O)CCNS(=O)(=O)c2ccc3c(c2)CC(C)N3C(=O)C2CC2)cc1 (stereo not drawn) | 1.2% | 10.0 | 692 | -9.2 | i |
| O=C(Nc1ccc2c(c1)OCO2)C1CCCN1C(=O)Nc1ccccc1 (stereo not drawn) | -3.5% | 10.8 | 802 | 22.6 | i |
| O=C(c1cc(-c2ccc3c(c2)OCO3)on1)N1CCCCC1 | -9.0% | 34.6 | 774 | 2.5 | i |
| COc1ccc(/C=C2/SC(=S)N(CCCC(=O)Nc3ccccc3C(=O)O)C2=O)cc1 | -0.6% | 26.2 | 761 | -8.3 | i |
| CCS(=O)(=O)c1ncc(CO)n1CCc1ccccc1 | -2.8% | 20.8 | 853 | 0.8 | i |
| O=C(CN1CCCCCC1)N/N=C/c1ccc2ccccc2c1 | 3.9% | 48.5 | 831 | -4.4 | i |
| Cn1c(N)c(Sc2ccc([N+](=O)[O-])cc2)c(=O)n(C)c1=O | -4.8% | 43.6 | 755 | -3.9 | i |
| O=C(Nc1ccc(C(=O)O)cc1)/C(=C\c1ccco1)NC(=O)c1ccc(Br)o1 | -10.4% | 31.2 | 757 | -1.5 | i |
| O=C(CNS(=O)(=O)c1ccc(Br)cc1)NC1CCCC1 | 5.5% | 71.0 | 836 | -3.9 | i |
| Cc1ccc(S(=O)(=O)NCc2ccccc2)cc1C(=O)NCc1ccccn1 | 1.2% | 18.2 | 701 | -7.9 | i |
| CCOC(=O)c1c(NC(=O)CN2CCN(C(=O)C3CCCO3)CC2)sc(C)c1C (stereo not drawn) | -3.0% | 20.1 | 783 | -2.3 | i |
| CN(C(=O)COC(=O)c1ccccc1SCC(=O)N1CCCC1)C1CCS(=O)(=O)C1 (stereo not drawn) | 13.1% | 39.6 | 685 | -6.6 | i |
| O=C(NNC(=S)NCc1ccco1)c1ccccc1Br | -5.8% | 65.7 | 749 | 27.3 | i |
| Cc1ccccc1CCNC(=O)Cn1ccc2cc(S(=O)(=O)N3CCCC3)ccc21 | -3.7% | 45.2 | 757 | -2.1 | i |
| Cc1cnc(C(=O)OCC(=O)c2ccc(-c3ccccc3)cc2)cn1 | -0.7% | 54.8 | 620 | -2.4 | i |
| Cc1ccc(-n2nc3c(=O)n(CCCC(=O)NCCc4ccccc4)nc(C)c3c2C)cc1 | -0.8% | 5.6 | 719 | -4.0 | i |
| O=C(CSc1cn(CCNC(=O)c2ccccc2F)c2ccccc12)NCC1CCCO1 (stereo not drawn) | -7.7% | 61.4 | 849 | -1.1 | i |
| CN(c1ccc(C(=O)N2CCN(Cc3ccccc3)CC2)cc1)S(=O)(=O)c1ccccc1 | 4.8% | 35.8 | 774 | -1.1 | i |
| O=S(=O)(c1ccccc1)c1nc(Cc2ccccc2)oc1N1CCOCC1 | -6.4% | 35.8 | 778 | -17.0 | i |
| COc1ccc(S(=O)(=O)N2CCOC2CNC(=O)C(=O)NCc2ccncc2)cc1C (stereo not drawn) | 4.0% | 34.0 | 690 | 5.8 | i |
| Cc1nnc(CN(C)C(=O)CC2C(=O)NCCN2Cc2ccccc2C)o1 (stereo not drawn) | 1.3% | 20.3 | 730 | 4.3 | i |
| COc1cc(C(=O)Nc2ccc(C)cc2C(NCC(=O)NN)c2ccccc2)cc(OC)c1OC (stereo not drawn) | -1.6% | 26.1 | 401 | -18.0 | i |
| O=Cc1ccc(OCC(=O)NCC2CCCO2)cc1 (stereo not drawn) | 11.8% | 17.4 | 834 | 0.3 | i |
| CCc1nc2ccc(C(=O)NCCc3ccc(OC)c(OC)c3)cc2nc1CC | -3.6% | 37.1 | 725 | 21.6 | i |
| CC(=O)Nc1nnc(S(=O)(=O)N2CCN(c3ccc([N+](=O)[O-])cc3Cl)CC2)s1 | 6.8% | 8.5 | 717 | -2.8 | i |
| CCOC(=O)C1CCN(S(=O)(=O)c2ccc3c(c2)NC(=O)C(C)S3)CC1 (stereo not drawn) | 6.5% | 51.2 | 774 | 18.1 | i |
| O=C(CN1C(=O)COc2ccc(S(=O)(=O)N3CCCCC3)cc21)NCc1ccc(Cl)cc1 | -7.1% | 16.8 | 725 | -8.2 | i |
| Nc1ccccc1C(=O)NCc1ccco1 | 10.3% | 54.6 | 840 | 6.7 | i |
| COc1cc(NC(=O)CN2CCN(CC(=O)Nc3ccccc3OC)CC2)cc(OC)c1 | 4.0% | 11.1 | 848 | 7.7 | i |
| Oc1ccc(-c2nccc(-c3ccc(F)cc3)n2)cc1 | 1.3% | 61.4 | 707 | -2.4 | i |
| CCCn1c(=O)c(C(=O)NCCCc2ccccc2)c(O)c2ccccc21 | 0.2% | 58.3 | 761 | -2.2 | i |
| COCCCn1c(=O)c2ccccc2n(Cc2ccccc2C)c1=O | -7.9% | 59.2 | 815 | -7.0 | i |
| Cc1cc(NC(=O)NCc2ccccc2)c(=O)n(Cc2ccccc2F)c1 | 4.1% | 54.1 | 818 | -4.4 | i |
